Vif-A3F inh: Vif-A3F binding inhibition; AID 602313; HeLa A3F-eYFP + Vif (tagged APOBEC3F with the HIV-1 protein that degrades it), YFP fluorescence increase; actives 0.2% (n = 390,000); Potency, µM (highest dose often 46.1 µM), without a hit: at the highest dose activity, negative = active; further: % of control where 0% means no effect; nearly all actives have a fitted effect of over 65% in size
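HeLa cells stably expressing Vif plus C-terminally eYFP-tagged A3F were seeded, incubated overnight at 37 deg C, dosed with compound, incubated overnight again at 37 deg C. Yellow fluorescence (Ex 488/Em 500-530) reported blocked Vif-mediated A3F-eYFP degradation.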
TrxR1 inh: inhibitors of rat thioredoxin reductase 1 | recombinant rTrxR1, NADPH fluorescence consumption, selenite substrate | O89049 | AID 588453 | Potency, µM (highest dose often 114 µM), inactives show at the top dose activity change, negative = inhibition, hits mostly inhibitors | actives 1% (n = 390,000); further: on the % scale 0 is the no-effect control and ±100 the full control effect; nearly all actives have a fitted effect of over 65% in size
Target sequence (O89049 whole entry, looked up): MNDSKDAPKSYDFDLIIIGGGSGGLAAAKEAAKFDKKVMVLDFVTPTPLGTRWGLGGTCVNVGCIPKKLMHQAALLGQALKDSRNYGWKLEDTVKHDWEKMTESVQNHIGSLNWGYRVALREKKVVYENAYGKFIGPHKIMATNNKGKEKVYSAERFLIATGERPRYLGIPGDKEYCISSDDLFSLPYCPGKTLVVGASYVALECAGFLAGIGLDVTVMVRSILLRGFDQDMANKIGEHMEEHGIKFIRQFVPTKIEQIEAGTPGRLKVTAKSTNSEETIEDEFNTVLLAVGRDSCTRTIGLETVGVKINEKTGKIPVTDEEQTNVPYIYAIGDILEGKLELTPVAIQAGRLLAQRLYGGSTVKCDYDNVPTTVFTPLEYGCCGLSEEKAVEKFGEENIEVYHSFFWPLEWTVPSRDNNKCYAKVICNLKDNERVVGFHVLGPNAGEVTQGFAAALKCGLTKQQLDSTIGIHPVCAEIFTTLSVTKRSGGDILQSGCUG
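Rat TrxR1 (90 nM in the dispensed reagent) was pre-reduced with 400 uM NADPH for 5 min at room temperature, then incubated with compound for 15 min. After 400 uM selenite was added, NADPH fluorescence (Ex 340/Em 450 nm) was followed for 8 min.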
RGS4 inh: blocks human RGS4-accelerated GTP hydrolysis; P49798; Transcreener GDP fluorescence polarization, RGS4-accelerated GTP hydrolysis; Potency, µM (highest dose often 114 µM), for the others: at the highest dose activity change, negative = inhibition, most hits filed as inhibitors; actives 0.039% (n = 390,000); further: on the % scale 0 is the no-effect control and ±100 the full control effect; nearly all actives have a fitted effect of over 75% in size; some results filed as inactive show a strong effect at the top dose
Target sequence (P49798 whole entry, looked up): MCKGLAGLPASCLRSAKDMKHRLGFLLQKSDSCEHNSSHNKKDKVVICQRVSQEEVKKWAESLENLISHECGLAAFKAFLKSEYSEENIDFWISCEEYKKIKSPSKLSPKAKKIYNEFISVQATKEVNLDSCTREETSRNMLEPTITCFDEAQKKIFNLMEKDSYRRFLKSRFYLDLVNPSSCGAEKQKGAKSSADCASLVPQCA
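MLSMR compounds (23 nl, pin-transferred) preincubated 10 min at room temperature with a 500nM (2x) first reagent, then RGS4 at 900nM (2x) plus Transcreener GDP mix added; fluorescence polarization (620/688 nm) read before and after 90 min at 30 °C.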
IDH1 R132H inh: blocks human mutant IDH1 R132H enzyme. O75874. IDH1-R132H enzyme, NADPH consumption, diaphorase/resazurin fluorescence. Potency, µM (doses to about 76.6 µM), for inactives: top-dose activity change, negative = inhibition, actives largely listed as inhibitors. actives 0.093% (n = 390,000). AID 602179; further: on the % scale 0 is the no-effect control and ±100 the full control effect; nearly all actives have a fitted effect of over 65% in size
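IDH1-R132H (0.5 ug/mL dispensed) in pH 7.5 Tris buffer was preincubated 30 min with compound, then given a substrate mix of 0.016 mM NADPH and 2 mM alpha-KG for 80 min at room temperature; remaining NADPH was read by diaphorase/resazurin fluorescence.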
12-LOX inh: ALOX12 (human) lipoxygenase inhibition | actives 1.1% (n = 580,000) | AID 1671190 | Potency, µM (series often up to 108 µM), inactives show at the top dose activity change, negative = inhibition, usual class: inhibitors | purified 12hLO, xylenol orange hydroperoxide absorbance; further: on the % scale 0 is the no-effect control and ±100 the full control effect
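Hydroperoxide product was detected by ferrous iron/xylenol orange as the 573 to 405 nm absorbance ratio. Arachidonic acid at 40 uM (final) was turned over for 30 min at room temperature by 150 nM human 12hLO, pH 7.0 Hepes buffer, after 15 min compound preincubation.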
RXFP1 agonist: RXFP1 (human) receptor agonism; Q9HBX9; HEK293T-RXFP1 cAMP TR-FRET, 30 min; response scale: percent of porcine relaxin response, buffer zero; Potency, µM (highest dose often 57.5 µM), inactives show at the top dose activation, most hits filed as activators; actives 0.3% (n = 370,000); further: on the % scale 0 is the no-effect control and ±100 the full control effect; nearly all actives have a fitted effect of over 60% in size; many of its hits are not listed in these tables
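HEK293 cells stably expressing RXFP1, treated 30 min at 37C with compounds plus PDE4 inhibitor Ro 20174; cAMP measured by HTRF TR-FRET. Normalized to buffer and 29 nM porcine relaxin; EC50 by Hill fit.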
USP1 inh: blocks the human USP1/UAF1 deubiquitinase complex | Potency, µM (highest dose often 57.1 µM), for the others: top-dose activity change, negative = inhibition, actives largely listed as inhibitors | O94782 | recombinant USP1/UAF1, Ub-Rhodamine cleavage fluorescence | actives 0.23% (n = 390,000) | AID 743255; further: on the % scale 0 is the no-effect control and ±100 the full control effect; nearly all actives have a fitted effect of over 60% in size; inactives centre near -12
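USP1/UAF1 complex (1 nM) preincubated 15 min at room temperature with compound, then Ub-Rho substrate (150 nM final) added. Kinetic fluorescence at 480/540 nm over 6 reads at 60 s intervals; 50 mM HEPES pH 7.8, 0.5 mM EDTA, 0.1 mg/ml BSA, 1 mM TCEP, 0.01% Tween-20.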
TrxR1 substrate: is turned over as a substrate by rat TrxR1; O89049; purified TrxR1 substrate turnover, NADPH consumption readout; Potency, µM (top dose mostly 114 µM), for inactives: at the top dose activity change, negative = substrate turnover; actives 0.01% (n = 390,000); AID 588456; further: on the % scale 0 is the no-effect control and ±100 the full control effect; nearly all actives have a fitted effect of over 50% in size
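Rat TrxR1, dispensed at 90 nM, was prereduced with 400 uM NADPH (final) for 5 min at ~22 deg C, then incubated with compound 15 min before 400 uM selenite. A first-read NADPH fluorescence drop versus no-compound background flagged substrates.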
Vif-APOBEC3G blk: blocks the Vif interaction with human APOBEC3G. Q9HC16. Potency, µM (top dose mostly 46.1 µM), for the others: top-dose activity, negative = active, hits mostly inhibitors. actives 0.076% (n = 410,000). HeLa A3G-eYFP + Vif (tagged APOBEC3G with the HIV-1 protein that degrades it), YFP fluorescence, overnight. AID 602310;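 further: on the % scale 0 is the no-effect control and ±100 the full control effect; nearly all actives have a fitted effect of over 60% in size; hits raise eYFP signal because A3G escapes Vif-driven loss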
Target sequence (Q9HC16 whole entry, looked up): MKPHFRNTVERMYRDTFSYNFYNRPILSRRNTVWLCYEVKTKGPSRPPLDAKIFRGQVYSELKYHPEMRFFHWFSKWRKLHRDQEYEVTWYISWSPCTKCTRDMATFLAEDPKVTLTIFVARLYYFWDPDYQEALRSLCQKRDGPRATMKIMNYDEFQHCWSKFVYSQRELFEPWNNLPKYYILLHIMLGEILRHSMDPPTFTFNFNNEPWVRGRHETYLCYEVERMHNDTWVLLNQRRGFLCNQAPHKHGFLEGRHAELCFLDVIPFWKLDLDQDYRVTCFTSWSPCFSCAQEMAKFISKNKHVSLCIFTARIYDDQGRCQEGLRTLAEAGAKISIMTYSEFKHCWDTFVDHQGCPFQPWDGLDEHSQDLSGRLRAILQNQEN
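Read-out is eYFP fluorescence (Ex 488/Em 500-530) from Vif-expressing HeLa A3G-eYFP cells; more signal means A3G escaped Vif-mediated degradation. Cells plated overnight, compound pinned in, incubated overnight at 37 deg C.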
An asterisk follows results filed as active; ? = inconclusive; . = no result given; & = joins results of further samples; [ ] = dose if it differs, or a comment. The call rests on the fitted dose curve; in most records, active means well fitted curve in the direction sought with a large enough effect; inconclusive means small, poorly fitted or top-dose-only effect, or another doubt; inactive means no such curve, though single readings can be large; an effect the other way counts as inactive or inconclusive. Potency means the concentration at half of the fitted maximal effect. Only part of the results is shown, so the mix of outcomes need not match the whole.

The line under a structure holds: Vif-A3F inh, TrxR1 inh, RGS4 inh, IDH1 R132H inh, 12-LOX inh, RXFP1 agonist, USP1 inh, TrxR1 substrate, Vif-APOBEC3G blk
> Cc1ccc(C[n+]2cc(-c3ccc(Cl)cc3)n3c2CCC3)cc1
    12%, -1%, 2%, -5%, -1%, 2.1%, -22%, -4%, 5%
> COC(=O)c1c(-c2ccsc2)oc2ccc(-c3cc(OC)c(OC)c(OC)c3)cc12
    -6%, 153%[activator], 7%, 18%, 1%, ., 10%, 48%[activator][57.1 µM], -1%
> CCn1cc(C(=S)N2CCC(C(N)=O)CC2)c2ccccc21
    12%, 5%, -18%, -4%, -11%, -0.8%, -10%, 2%, 0%
> Cc1cc(N/C=C/C(=O)c2cccc3ccccc23)no1
    -2%, 3%, -31%, 0%, -6%, 0.1%, -18%, 2%, -14%
> COc1ccc(C2c3c(ncn(CCN4CCOCC4)c3=N)Oc3ccc4ccccc4c32)cc1OC (configuration not stated)
    -16%, 5%&-2%, 13%&-20%, 5%, 8%, 1.5%, -14%, -2%&-8%, -14%
> COc1ccc(/C=C(\C#N)c2nc(-c3cc4c(ccc5ccccc54)oc3=O)cs2)cc1O
    -12%, 10%, 16%, -15%, 0%, 5.2%, ?, -2%, -3%
> CCOc1cc(N2CCOCC2)c(OCC)cc1NC(=O)COc1cccc2cccnc12
    0%, -12%, -14%, 5%, 327%[activator], 1.8%, -21%, -4%, -7%
> O=C(O)C(Oc1ccc2c(-c3ccccc3)cc(=O)oc2c1)c1ccccc1 (configuration not stated)
    8%, 1%, 17%, ?, -11%, 5.3%, -9%, -4%, -4%
> Cc1cc2ncn(/N=C/c3cccnc3)c2cc1C
    -4%, -4%, -49%, 6%, 30%[57.4 µM], -0.5%, -20%, -6%, 5%
> O=C1CCCN1CCC(=O)N1CCCC(Nc2ccc(F)c(F)c2)C1 (configuration not stated)
    4%, 9%, -6%, -4%, -1%, 0.3%, -11%, 1%, 1%
> Cc1ccc(N/C=C2/Sc3ccccc3NC2=O)cc1
    ?, 12%, -12%, 6%, 0%, -1.0%, -25%, 3%, ?
> COc1cc(NC(=O)[C@H]2CSCN2C(=O)[C@@H]2CCC(=O)N2)cc(OC)c1OC
    1%, 22%, -4%[11.4 µM], 1%, 1%, 2.5%, -19%, 13%, 5%
> Cc1cc(NC(=O)c2ccc(F)cc2)n(CCOC(=O)c2ccc(F)cc2)n1
    -1%, 0%, 5%, -3%, 1%, 0.5%, -3%, -4%, 0%
> Cc1ccc(C(=O)N2CCOCC2)c(F)c1F
    -3%, 0%, 17%, 0%, 7%, 1.1%, 9%, -5%, 0%
> CN(CC(=O)Nc1cccc(F)c1)C(=O)c1ccc2c(c1)OCCO2
    6%, -10%, -20%, 5%, ?, 0.6%, -13%, -10%, -3%
> O=C(O)C1CC(=O)n2c(nc3ccccc32)S1 (configuration not stated)
    2%, 4%, 5%, 0%, ?, 1.6%, -12%, 4%, 6%
> CCSC(=N)N
    3%, -7%[57.1 µM], 5%[56.9 µM], 5%, 10%&-94%, 0.4%, -17%, -1%[57.1 µM], -3%
> CCCn1c(=N)c(C(=O)NCc2cccnc2)cc2c(=O)n3cc(C)ccc3nc21
    -9%, 19%, 5%, 13%, ?, 5.1%, ?, 35%[activator], 3%
> CCOc1ccc(NC(=O)CN(C)S(=O)(=O)c2cccc3cccnc23)cc1
    -3%, -12%, -4%, 0%, 6%, 1.6%, -20%, -6%, -5%
> CCCC(C)C(=O)Nc1cccc(NC(C)=O)c1 (configuration not stated)
    0%, 1%, -20%, 7%, -9%, -0.3%, -14%, -2%, -2%
> COc1cc(CC(=O)Nc2cc(S(C)(=O)=O)ccc2Cl)cc(OC)c1OC
    0%, 7%, 36%, 2%, 2%, -2.7%, -6%, 1%, -6%
> Cc1ccc(NC(=O)c2c(NC(=O)c3ccc(F)cc3)sc3c2CCCC3)cc1C
    -6%, -9%, ?, 0%, 7%, 24%, 5%, 1%, 1%
> CC1CCN(C(=O)c2[nH]cnc2C(=O)Nc2ccccc2F)CC1
    -14%, ., ., 9%, -8%, ., 2%, ., 0%
> CCOc1ccccc1NC(=O)c1ccc2c(c1)CCN2S(C)(=O)=O
    5%, 25%, 4%, -5%, -6%, 3.4%, -21%, 1%, -1%
> Cc1ccccc1C1NC(=S)NC2=C1C(=O)CCC2 (configuration not stated)
    0%, -3%, ?, -3%, -17%, -0.1%, -12%, -6%, -3%
> CN(N=Cc1ccccc1O)c1ccc2ccccc2n1
    -5%, ., ., 14%, -14%, ., -18%, ., -4%
> CCCCN(C(=O)Cn1ncc(Cl)c(Cl)c1=O)c1c(N)n(CC(C)C)c(=O)[nH]c1=O
    -2%, 56µM*, -10%[11.4 µM], -5%, ., 1.6%, -10%, -12%, ?
> CCCCOc1ccc(N(CC(=O)NCCOC)C(=O)CCC(=O)Nc2ccccn2)cc1
    -4%, 32%[activator], 19%, 8%, -11%, 2.6%, 1%, 8%, -1%
> CCOCc1nnc(NC(=O)C2CC(=O)N(C3CCCC3)C2)s1 (configuration not stated)
    0%, 7%, -5%, -6%, ?, 0.3%, 2%, -2%, -1%
> CC(=O)N1N=C(c2ccccc2)CC1c1ccc2c(c1)OCO2 (configuration not stated)
    3%, 17%, 3%, 4%, 13%, 0.2%, -16%, -4%, 0%
> CC1CCN(c2ccc(C(=O)NCCc3ccccc3)cn2)CC1
    -9%, 17%, 27%, 8%, -5%, 0.1%, -11%, 6%[57.1 µM], 2%
> N#CCCSCc1ccc(OCC(=O)O)cc1
    -9%, 13%, 2%, 6%, -3%, -0.1%, -12%, 2%, 0%
> Cc1ccc(S(=O)(=O)NCC(=O)NCC(=O)N2CCC(C)CC2)cc1
    9%, -3%[57.1 µM], 5%, 0%, -6%, -0.2%, -2%, -7%[57.1 µM], 0%
> COc1ccc2nc(C)cc(SCC(=O)OC(C)C)c2c1
    -4%, -14%, -6%, -12%, -5%, 1.5%, -5%, -9%, -7%
> CSc1cccc(NC(=S)N2CCC(N(C)C3CCCCC3C)CC2)c1 (configuration not stated)
    0%, ?, 4%, -3%, 5%, 0.2%, -3%, 2%, 4%
> COC(=O)CSc1nc(C)cc(C(F)(F)F)c1C#N
    -5%, 11%[57.1 µM], 19%, 3%, -24%, 1.0%, 7%, 5%[57.1 µM], -1%
> Nc1c(NC=O)c(=O)n(Cc2ccccc2)c(=O)n1Cc1ccccc1
    11%, 11%, 10%, 3%, 155%[activator], ., -19%, 7%[57.1 µM], 0%
> COc1cccc(-c2nc(CS(=O)(=O)CC(=O)Nc3cc(OC)ccc3OC)c(C)o2)c1
    -2%, 11%, 34%, -5%, 12%, 1.2%, -5%, -3%, 0%
> CCSc1nnc(Nc2ccccc2)s1
    3%, 10%[57.1 µM], 26%, 14%, 12%, 1.3%, -12%, 4%, -9%
> CC(C)Oc1cccc(C(=O)C2CCCN(Cc3cccn3-c3ccccn3)C2)c1 (configuration not stated)
    22%, 15%[11.4 µM], -9%, 1%, -4%, 1.3%, -13%, 1%[57.1 µM], 2%
> CCOC(=O)[C@@H]1[C@H]2COc3ccc(Br)cc3[C@@H]2N2C(=O)N(c3ccc(C)cc3)C(=O)[C@@]12C
    0%, 31%, 12%, 17%, -24%, ., -12%, 0%, -1%
> CC1CCCCN1C(=O)CSc1nnc(-c2ccco2)n1CC1CCCO1 (configuration not stated)
    -14%, -30%, 4%, 8%, 25%, 0.0%, -4%, 6%[57.1 µM], -2%
> O=C(c1cc(COc2cccc(C(F)(F)F)c2)on1)N1CCc2ccccc2C1
    -4%, 23%, 20%, 9%, -9%, ., -11%, 0%, 0%
> CCCC[C@H]1CCCO[C@@](C(=O)NCc2ccccn2)(C(F)(F)F)C1
    ., 10%, 9%, ., ., ., ., 10%[57.1 µM], 1%
> O=C(NCc1nc(-c2ccccc2)no1)c1ccc(Br)o1
    5%, 15%[57.1 µM], 3%, 0%, -9%, -1.3%, -20%, 9%, 0%
> O=c1c2c3c(sc2ncn1/N=C/c1ccco1)CCCC3
    1%, 21%[57.1 µM], 0%, 6%, 8%, 1.0%, -2%, 6%[57.1 µM], -1%
> O=C(c1cccc(C(=O)N2CCN(c3ccccc3)CC2)c1)N1CCN(c2ccccc2)CC1
    -8%, ?, 20%, 1%, -4%, 0.2%, -2%, 8%[57.1 µM], -1%
> N#CC1(NC(=O)COC(=O)c2nc(Cl)c(Cl)c(N)c2Cl)CCCCC1
    6%, 14%, -12%, 2%, -20%, 2.9%, -10%, 7%, -2%
> O=C(NCc1ccco1)/C(=C/c1ccc(F)cc1)NC(=O)c1ccccc1
    -2%, -2%, 11%, -20%, -18%, 1.5%, -17%, -1%, 0%
> O=C(CCNC(=O)c1ccco1)Nc1ccc(OC(F)F)cc1
    2%, 18%, -10%, -9%, 4%, -2.9%, -21%, 2%, 4%
> Cc1cccc(C(=O)Nc2cccc(NC(=O)c3ccccc3)c2)c1
    10%, 1%[57.1 µM], 0%, 4%, 5%, -1.3%, -2%, -6%[57.1 µM], -1%

Screening results as filed in PubChem BioAssay.
